GalR3 antagonist – blocks the human galanin receptor 3; O60755; HEK293 GalR3-CNG cAMP membrane potential fluorescence; galR3 body fused to GalR1 C-terminus; inhibition, % at 3 µM; 360,000 tested, 0.44% active; AID 651719;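 active = inhibition above the screen-wide average plus 3 SD, cut at about 13% in these data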;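 note: forskolin and galanin both at EC90 stimulate the cells; cAMP rise reported by CNG channel membrane potential dye signal; 0% = forskolin plus galanin with DMSO and 100% = forskolin alone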
Target sequence (O60755 1-299 limits assumed): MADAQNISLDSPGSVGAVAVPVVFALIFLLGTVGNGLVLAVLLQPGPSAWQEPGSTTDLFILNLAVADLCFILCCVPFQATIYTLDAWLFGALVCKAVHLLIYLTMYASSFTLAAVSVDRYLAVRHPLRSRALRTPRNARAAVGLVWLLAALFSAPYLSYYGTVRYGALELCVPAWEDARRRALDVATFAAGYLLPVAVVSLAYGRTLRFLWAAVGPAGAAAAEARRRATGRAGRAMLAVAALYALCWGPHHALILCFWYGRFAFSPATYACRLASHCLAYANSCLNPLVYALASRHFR
SUMO HTRF inh – blocks human SUMOylation mediated by UBC9. HTRF SUMOylation assay, SAE1/SAE2 + UBC9, in vitro. inhibition, % at 35 µM. 290,000 tested, 0.36% active; in the data active = inhibition above about 50%, passing the limit was not always enough; note: strong numbers were not always called active
Target sequence (P63279 whole entry, looked up): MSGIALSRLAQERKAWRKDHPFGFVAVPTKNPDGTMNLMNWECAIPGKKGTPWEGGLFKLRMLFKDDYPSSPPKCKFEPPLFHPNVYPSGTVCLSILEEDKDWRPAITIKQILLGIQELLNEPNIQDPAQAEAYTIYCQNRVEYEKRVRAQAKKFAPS
IMP-1 inhibitor – blocks Pseudomonas aeruginosa IMP-1 metallo-beta-lactamase | 290,000 tested, 0.45% active | inhibition, % at 5.6 µM | AID 1556 | purified IMP-1, nitrocefin hydrolysis, epi-absorbance fluorescence;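 active = inhibition above the mean plus 3 SD of all compounds in the same screening run, cut at about 4.5% in these data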;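 note: 0% = IMP-1 with DMSO and 100% = DMSO wells lacking enzyme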
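Assay system: purified recombinant IMP-1 beta-lactamase. Input: IMP-1 0.2 nM before substrate addition. Buffer or medium: Zinc- and detergent-supplemented HEPES buffer, pH 7.1. Schedule: 25 °C, 15 min preincubation, 25 min reaction. Signal: Epi-absorbance fluorescence, 480 nm excitation, 530 nm emission. Evaluation: percent inhibition from optical density relative to buffer-blank wells.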
pCIP destab – lowers stability of the mouse p/CIP coactivator protein; 290,000 tested, 0.01% active; F442A p/CIP-EGFP cells, EGFP fluorescence, 16 h; decrease of EGFP signal, % at 10 µM; Q05BA5;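 active = EGFP signal decrease of at least 30% at 10 µM or well 3 SD below plate mean, unless failing retest; inactive = the rest, including hits failing retest or dose response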; note: some compounds called inactive have numbers as strong as hits; many of its hits are not listed in these tables
CRFR2-BP antag – CRF-BP/CRF-R2 complex antagonism; HEK293 CRF-R2/CRF-BP, CRF-induced calcium fluorescence; inhibition, % at 11.8 µM; 350,000 tested, 0.59% active; AID 588475;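 active = inhibition of the ligand-induced calcium signal above about 50% at the single tested concentration, limit read from the data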
VIM-2 inh – blocks Pseudomonas aeruginosa VIM-2 metallo-beta-lactamase; purified VIM-2, nitrocefin hydrolysis, epi-absorbance fluorescence; inhibition, % at 5.6 µM; 290,000 tested, 0.89% active;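 active = inhibition above the mean of all tested compounds plus 3 SD, cutoff set per screening run, cut at about 7.5% in these data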;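 note: red hydrolysis product quenches plate fluorescence so inhibitors raise well fluorescence; 0% = enzyme with DMSO and 100% = DMSO without enzyme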
IDE act – boosts human insulin-degrading enzyme activity in HEK cells; 340,000 tested, 0.073% active; P14735; FAbeta-B cleavage, fluorescence polarization; 0% vehicle, 100% cell-free pure enzyme wells; activation, % at 5.96 µM;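 active = activation above the mean of all tested compounds plus 3 SD, set per screening campaign, cut at about 17% in these data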
IDE cell inh – inhibitors of human insulin-degrading enzyme in cells | P14735 | HEK cells, FAbetaB cleavage, fluorescence polarization | inhibition, % at 5.59 µM | 320,000 tested, 0.41% active;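 active = percent inhibition above the average of all tested compounds plus 3 SD, set per screening campaign, cut at about 16% in these data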;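 note: IDE supplied by intact live HEK cells; FP after avidin binding of uncleaved biotin substrate so inhibition keeps polarization high; 0% = DMSO wells and 100% = 60 µM reference IDE inhibitor Ii1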
HCV NS3 hel inh – inhibitors of Hepatitis C virus NS3 helicase; 290,000 tested, 0.56% active; inhibition, % at 10.9 µM; NS3 helicase DNA unwinding, Cy5 molecular beacon fluorescence;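 active = inhibition above the mean of all tested compounds plus 3 SD, set per campaign, cut at about 35% in these data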;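 note: 0% = DMSO wells and 100% = thioflavine S control wells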
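System: NS3 helicase fragment of HCV / Schedule: 1 h at 25 °C / Control set: DMSO alone as 0% and 110 µM thioflavine S as 100% / Reagent: Cy5/quencher beacon DNA duplex and ATP to start / Technique: Cy5 fluorescence / Replication: singlicate / Evaluation: % inhibition of end-to-start signal ratio versus controls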
The depositor's hits bear a star; · = not tested or not shown.

1	Cc1ccccc1-n1ncc2c1CC(C)(C)CC2NC(=O)c1cn[nH]c1C (stereo unspecified)
2	Cc1cc(C)c2c(n1)sc1c(=O)n(-c3ccccc3)c(=O)[nH]c12
3	CCc1ccc(OCCCC(=O)Nc2ccc(N3CCOCC3)cc2)cc1
4	CCn1c2ccccc2c2cc(NC(=O)CNC)ccc21
5	Clc1ccc(Cl)c(-c2ccc(/C=N/c3ncn[nH]3)o2)c1
6	CC(C)CN(C(=O)COC(=O)Cn1cnc2ccccc2c1=O)C1CCS(=O)(=O)C1 (stereo unspecified)
7	Cc1ccc(C(=O)C(C)OC(=O)Cn2[nH]c(=O)c3ccccc3c2=O)cc1 (stereo unspecified)
8	Cc1ccc(CCC2C3=C(CCCC3=O)OC3=C2C(=O)CCC3)cc1
screen / no.,1,2,3,4,5,6,7,8
pCIP destab,1,0,-11,-10,12,-8,-6,4
IDE cell inh,-12,2,0,4,-1,4,-2,2
IMP-1 inhibitor,-2.0,-2.4,-2.3,-1.0,-0.4,-2.5,-3.2,-2.1
HCV NS3 hel inh,2,-2,-9,-38,0,1,2,-8
SUMO HTRF inh,7,35,8,17,0,-8,-3,-6
GalR3 antagonist,-2,-12,0,6,-6,-2,-1,7
CRFR2-BP antag,3,29,-10,0,-60,0,1,13
VIM-2 inh,-1.0,-3.7,-1.6,0.3,-3.6,-2.1,-0.1,-3.2
IDE act,0,0,-2,4,-4,5,3,-2

9	O=C(Nc1ccccc1Oc1ccsc1C(=O)O)c1ccccc1
10	CCn1c(COc2cccc3ccccc23)nnc1SCC(N)=O
11	CC(=O)Nc1cc2nn(-c3ccccc3)nc2cc1C
12	COC(=O)c1c(C)nc(C)c(C(=O)OC)c1-c1cccs1
13	O=c1c(C=NCCCO)c(-c2ccccc2)[nH]n1-c1nc2ccccc2s1
14	CC(=O)NC(Cc1c[nH]c2ccccc12)C(=O)OCC(=O)Nc1cc(C)on1 (stereo unspecified)
15	O=C(O)CCCCCNS(=O)(=O)c1ccc(Cl)cc1
16	COc1ccc(NC(=O)c2nc(C)c(C3(C)CC(c4cccnc4)=NO3)s2)cc1 (stereo unspecified)
screen / no.,9,10,11,12,13,14,15,16
pCIP destab,-11,-7,0,-2,-3,-4,-16,-13
IDE cell inh,-4,-5,3,0,-3,2,-1,3
IMP-1 inhibitor,0.1,-1.4,-3.8,-2.7,-2.2,0.3,-0.2,·
HCV NS3 hel inh,5,-4,2,5,15,-7,-9,·
SUMO HTRF inh,5,5,12,3,7,-10,7,-7
GalR3 antagonist,-8,-1,-5,-3,-6,-5,-1,4
CRFR2-BP antag,13,1,-19,14,-7,-2,45,-5
VIM-2 inh,-0.5,-2.5,-0.4,-1.0,0.9,0.7,-0.1,·
IDE act,-2,3,-1,-2,1,2,1,8

17	Cc1c(C(=O)NCc2cccnc2)oc2ccccc12
18	Cn1c(=O)c2c(nc(CN3CCC(Cc4ccccc4)CC3)n2CCN2CCOCC2)n(C)c1=O
19	COc1ccc(CNC(=O)c2ccccc2SCC(=O)N2CCCC2)cc1OC
20	COc1cccc(C2N(c3cccc(Cl)c3)C(=O)C3CCCN32)c1 (stereo unspecified)
21	CC1CCC(NCc2ccco2)CC1 (stereo unspecified)
22	CCN(CC)S(=O)(=O)c1cccc(N2CC(O)=C(c3ccccc3)C2=N)c1
23	CC(=O)N1CCN(c2ccc(NCc3cccs3)cc2)CC1
24	Cc1cc(=O)n2nc(N3CCCC(C(=O)NCc4ccccc4)C3)sc2n1 (stereo unspecified)
screen / no.,17,18,19,20,21,22,23,24
pCIP destab,-3,6,·,-7,35,-1,-3,-5
IDE cell inh,6,·,5,3,-1,0,-1,1
IMP-1 inhibitor,-1.7,-1.9,·,-3.4,-1.6,-1.7,-18,-4.1
HCV NS3 hel inh,4,12,·,-1,-4,5,25,19
SUMO HTRF inh,16,4,·,6,19,4,10,-8
GalR3 antagonist,-5,9,-1,2,-4,-6,-2,·
CRFR2-BP antag,62*,5,0,6,3,3,3,-24
VIM-2 inh,0.9,-0.2,·,-2.2,-3.4,-2.0,-3.4,-2.8
IDE act,2,-4,4,-1,2,8,-2,-3

25	CCCC(=O)c1cc(F)c(N2CCOCC2)cc1C
26	Cc1ccc(CNc2nc(N)c([N+](=O)[O-])c(Nc3ccc(F)cc3)n2)cc1
27	COc1ccc(CCNC(=O)COC(=O)/C=C/c2ccc(OC)c(OC)c2)cc1
28	CCN1CCC(C(N)=O)CC1
29	O=C(CNC(=O)N1CC(=O)Nc2ccccc21)NCc1ccc(Cl)cc1
30	Cc1cc(=O)oc(C)c1C(=O)NC1CCCCCCC1
31	CC(=O)c1sc(NC(=O)c2cccnc2Cl)nc1C
32	Cc1ccc2oc(=O)c3cnn(CC(=O)N4CCN(c5ccccc5)CC4)c3c2c1
screen / no.,25,26,27,28,29,30,31,32
pCIP destab,10,-18,1,-24,-6,9,-12,4
IDE cell inh,-3,-3,5,-2,-11,5,7,0
IMP-1 inhibitor,-2.6,-1.0,-5.0,-2.4,-0.8,-2.1,-3.5,-1.2
HCV NS3 hel inh,5,3,-9,11,-5,-3,-4,2
SUMO HTRF inh,15,9,4,5,13,11,8,-3
GalR3 antagonist,-10,-4,-3,1,-6,1,-2,·
CRFR2-BP antag,25,-24,13,-8,-7,8,7,13
VIM-2 inh,-0.9,-2.8,-4.1,-0.3,-1.7,-3.1,-2.0,0.9
IDE act,2,5,0,5,3,-4,0,0

A second format for part of the listing above:
| item | Molecule | pCIP destab | IDE cell inh | IMP-1 inhibitor | HCV NS3 hel inh | SUMO HTRF inh | GalR3 antagonist | CRFR2-BP antag | VIM-2 inh | IDE act |
| --- | --- | --- | --- | --- | --- | --- | --- | --- | --- | --- |
| 23 | CC(=O)N1CCN(c2ccc(NCc3cccs3)cc2)CC1 | -3 | -1 | -18 | 25 | 10 | -2 | 3 | -3.4 | -2 |
| 24 | Cc1cc(=O)n2nc(N3CCCC(C(=O)NCc4ccccc4)C3)sc2n1 (stereo unspecified) | -5 | 1 | -4.1 | 19 | -8 | · | -24 | -2.8 | -3 |
| 25 | CCCC(=O)c1cc(F)c(N2CCOCC2)cc1C | 10 | -3 | -2.6 | 5 | 15 | -10 | 25 | -0.9 | 2 |
| 26 | Cc1ccc(CNc2nc(N)c([N+](=O)[O-])c(Nc3ccc(F)cc3)n2)cc1 | -18 | -3 | -1.0 | 3 | 9 | -4 | -24 | -2.8 | 5 |
| 27 | COc1ccc(CCNC(=O)COC(=O)/C=C/c2ccc(OC)c(OC)c2)cc1 | 1 | 5 | -5.0 | -9 | 4 | -3 | 13 | -4.1 | 0 |
| 28 | CCN1CCC(C(N)=O)CC1 | -24 | -2 | -2.4 | 11 | 5 | 1 | -8 | -0.3 | 5 |
| 29 | O=C(CNC(=O)N1CC(=O)Nc2ccccc21)NCc1ccc(Cl)cc1 | -6 | -11 | -0.8 | -5 | 13 | -6 | -7 | -1.7 | 3 |
| 30 | Cc1cc(=O)oc(C)c1C(=O)NC1CCCCCCC1 | 9 | 5 | -2.1 | -3 | 11 | 1 | 8 | -3.1 | -4 |
| 31 | CC(=O)c1sc(NC(=O)c2cccnc2Cl)nc1C | -12 | 7 | -3.5 | -4 | 8 | -2 | 7 | -2.0 | 0 |
| 32 | Cc1ccc2oc(=O)c3cnn(CC(=O)N4CCN(c5ccccc5)CC4)c3c2c1 | 4 | 0 | -1.2 | 2 | -3 | · | 13 | 0.9 | 0 |

Next section
33	CCOC(=O)c1ccc(NC(=O)CCS(=O)(=O)c2cccc3nonc23)cc1
34	COc1ccc(OC)c(NC(=O)Nc2nnc(N3CCCCC3C)s2)c1 (stereo unspecified)
35	COc1cc(S(=O)(=O)NC2CCCCC2)ccc1Cl
36	O=C(NC1CC1)C1CC(=O)N(c2cccc(Cl)c2Cl)C1 (stereo unspecified)
37	CC(=O)N1CCCc2cc(S(=O)(=O)NC(C(=O)NCc3ccc(C)cc3)C(C)C)ccc21 (stereo unspecified)
38	COC(=O)c1c(NC(=O)C2(C)Cc3ccccc3C(=O)O2)sc2c1CCCC2 (stereo unspecified)
39	CC1(C)CC(=O)C(C=NCCN2CCN(CC(=O)Nc3ccccc3)CC2)=C(O)C1
40	CCOC(=O)c1cc2c(=O)n3ccccc3nc2n(C(C)C)c1=NC(=O)c1ccco1
screen / no.,33,34,35,36,37,38,39,40
pCIP destab,19,-8,-15,-5,-2,4,8,-5
IDE cell inh,4,2,0,0,-2,1,-3,3
IMP-1 inhibitor,-5.1,0.6,-4.0,-3.1,-1.8,0.5,0.4,-1.7
HCV NS3 hel inh,20,39*,3,-4,-2,-11,-1,2
SUMO HTRF inh,1,13,14,-3,-1,-21,5,15
GalR3 antagonist,-6,-5,-4,-2,-3,-3,-2,-4
CRFR2-BP antag,-12,-11,0,0,3,1,9,-7
VIM-2 inh,-2.7,0.7,-0.5,-2.5,-2.2,1.1,-1.7,-0.8
IDE act,2,5,1,-2,-5,1,7,-1

41	CC(C)NS(=O)(=O)c1ccc(CCC(=O)N2CCCCC2)cc1
42	[O-][n+]1onc2c1CCc1c-2nn(-c2ccccc2Cl)[n+]1[O-]
43	CCOc1nc(S(=O)(=O)c2ccc(C)cc2)c(Cl)s1
44	CCOC(=O)Nc1sc2c(c1C#N)CCC(C)C2 (stereo unspecified)
45	COc1ccc(S(=O)(=O)/N=C2\C=C(Nc3ccc(O)cc3)C(=O)c3ccccc32)cc1
46	O=C(NCc1ccccc1Cl)C1CCC(=O)N(C2CC2)C1 (stereo unspecified)
47	C/C(=N\Nc1nccnc1Cl)c1ccc(Br)cc1
48	CC(=O)Nc1ccc(C(=O)NNC(=O)CCc2ccccc2)cc1
screen / no.,41,42,43,44,45,46,47,48
pCIP destab,7,6,-2,6,24,2,-3,0
IDE cell inh,2,4,2,4,-8,5,·,-4
IMP-1 inhibitor,-1.2,-1.7,-3.7,-2.2,-6.1,-2.1,-5.0,-2.4
HCV NS3 hel inh,5,6,0,-11,-17,6,-1,3
SUMO HTRF inh,-10,-6,9,-22,25,5,13,14
GalR3 antagonist,6,2,-9,·,-9,-5,-5,5
CRFR2-BP antag,-2,11,9,-7,25,15,-3,5
VIM-2 inh,-2.3,-0.8,-3.0,-2.8,-2.9,-3.0,-1.0,-3.5
IDE act,4,0,2,1,5,4,2,-7

49	Cc1ccc(N(CCC#N)C(=O)COC(=O)C2=COCCO2)cc1
50	COc1cc(OC)cc(-c2c(-c3cccs3)c3cc(-c4ccc(OC)c(OC)c4)ccc3n2C)c1
51	O=C(CNS(=O)(=O)c1ccc(F)cc1)Nc1ccc(C(F)(F)F)cc1
52	O=C(NNc1ccc([N+](=O)[O-])cc1)c1ccco1
53	Cc1nc2c(C#N)c[nH]n2c(=O)c1CCO
screen / no.,49,50,51,52,53
pCIP destab,·,·,0,-11,-11
IDE cell inh,3,0,-1,-2,-3
IMP-1 inhibitor,·,·,-4.5,-0.7,-3.7
HCV NS3 hel inh,·,·,4,-3,11
SUMO HTRF inh,·,·,-3,7,3
GalR3 antagonist,0,-8,-9,1,-2
CRFR2-BP antag,0,9,-18,3,0
VIM-2 inh,·,·,-2.6,-1.4,-2.6
IDE act,0,4,2,-2,2

Screens deposited in PubChem by several laboratories.
